Screening results (PubChem BioAssay)
hiPSC survival = increases survival of single human iPS cells | hiPSC single-cell survival, ATPlite luminescence; 100% = ROCK inhibitor wells, 0% = DMSO | survival enhancement, % at 20 µM | 360,000 compounds, 0.044% hits; in the data active = survival enhancement above about 18%;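 also: cells exposed to compounds for 16 hours before the ATP read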
TWEAK Fn14 block = blocks TWEAK-Fn14 interaction in a reporter cell assay; 360,000 compounds, 2% hits; inhibition, % at 10 µM; TWEAK-stimulated Fn14 reporter cells, luciferase luminescence, 8 h; in the data active = inhibition above about 50%
NR2E3 ag-1 = agonists of human NR2E3 nuclear receptor; CHO-S Gal4-NCOR/VP16-NR2E3 two-hybrid, luciferase; 360,000 compounds, 0.35% hits; Q9Y5X4; AID 602229; inhibition of corepressor binding, % at 3.98 µM;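 active = inhibition above the mean of all tested compounds plus 3 SD, cut at about 70% in these data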;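 also: 0% = DMSO with NR2E3 transfected cells and 100% = cells lacking NR2E3 construct; higher means lower luciferase signal from less NR2E3 corepressor binding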
Target sequence (Q9Y5X4 whole entry, looked up, the tested form may be a part): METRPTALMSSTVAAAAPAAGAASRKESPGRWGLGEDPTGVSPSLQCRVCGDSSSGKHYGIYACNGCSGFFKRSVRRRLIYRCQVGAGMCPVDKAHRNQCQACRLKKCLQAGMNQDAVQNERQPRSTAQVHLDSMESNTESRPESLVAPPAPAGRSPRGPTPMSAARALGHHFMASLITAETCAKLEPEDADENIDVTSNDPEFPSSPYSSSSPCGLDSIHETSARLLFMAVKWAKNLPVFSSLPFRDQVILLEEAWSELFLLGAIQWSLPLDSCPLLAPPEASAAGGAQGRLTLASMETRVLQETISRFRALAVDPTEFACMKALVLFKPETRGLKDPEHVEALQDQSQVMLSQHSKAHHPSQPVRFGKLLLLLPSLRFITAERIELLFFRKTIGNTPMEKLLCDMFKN
aDG glyco up = increases alpha dystroglycan glycosylation | Pro5-aDG cells, alpha-DG glycosylation AlphaScreen (IIH6); 0% Pro5, 100% B10-LARGE cell signal | activation, % at 10 µM | 360,000 compounds, 0.22% hits | AID 624168;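 active = activation of at least 8% versus controls, or a plate z-score of at least 8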;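 also: Pro5 are CHO cells carrying HIG-tagged alpha-DG that lacks glycosylation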
KKLEB cytotox = counter-screen for CF NF-kB inhibitors: cytotoxicity | KKLEB CF airway cells viability, ATPlite luminescence, overnight; active compounds read low; cells stimulated with P. aeruginosa culture filtrate | activity change (cytotoxicity), % at 5 µM | 360,000 compounds, 0.36% hits | AID 602141;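 active = corrected activity change at or below -50% at 5 µM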
NR2E3 ag-2 = NR2E3 (human) agonism | Q9Y5X4 | GST-NR2E3/biotin-RetCOR TR-FRET, 1536-well | inhibition of corepressor binding, % at 4.78 µM | 320,000 compounds, 0.12% hits | AID 2300;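 active = percent inhibition above the cutoff of mean plus 3 SD of all tested compounds, set per screening campaign, cut at about 20% in these data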;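 also: 0% = DMSO wells and 100% = biotin wells as full block of FRET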
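Format: 1536-well format; test system: GST-NR2E3 and biotin-RetCOR proteins; read-out basis: percent inhibition of TR-FRET ratio; timing: 5 h incubation at 4 °C; detection: time-resolved FRET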
Shn3 inh set2 = reduces Shn3 3'UTR luciferase signal in osteoblasts | Clone20 osteoblast Shn3 3'UTR firefly luciferase, 24 h | inhibition, % at 12.5 µM | 360,000 compounds, 0.52% hits | AID 588674;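 active = mean inhibition of at least 75% with every replicate also reaching 75%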;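 also: 0% = median of neutral control wells and 100% = pilot-screen positive control compound; some compounds past the cut are filed as inactive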
MITF TRPM1 inh = inhibitors of MITF-driven TRPM1 promoter in melanoma cells; SK-MEL-5 TRPM1 promoter luciferase, 24 h; inhibition, % at 12.5 µM; 330,000 compounds, 0.83% hits; AID 488899;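 active = mean inhibition across replicates of 60% or more, whatever share of single replicates reaches that level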; also: values of inactives mirror those of a sister screen read the other way
HIF-2a block = HIF-2a inhibition; 360,000 compounds, 0.72% hits; inhibition, % at 18.8 µM; AID 624352; 786-0 RCC cells HIF-2a reporter, luciferase luminescence, overnight;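 active = inhibition of the luminescence signal of 40% or more relative to plate controls, in a single-dose primary screen at 18.75 µM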
Peg3 prom inh = Peg3 promoter activity inhibition; HeLa PEG-Prom luciferase reporter, luminescence, overnight; 360,000 compounds, 1.7% hits; inhibition, % at 20 µM; AID 588405;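 active = inhibition of at least 50% at 20 µM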
CF NFkB block = cystic fibrosis NF-kB activation inhibition | KKLEB NF-kB-GFP reporter, PAF-induced, GFP fluorescence overnight | inhibition, % at 5 µM | 360,000 compounds, 0.86% hits;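 active = at least 50% inhibition at 5 µM, scaled per plate between neutral and stimulator controls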;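 also: PAF is a Pseudomonas aeruginosa culture filtrate used as stimulus; plate controls were PAF-stimulated DMSO wells for no effect and unstimulated DMSO wells for full effect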
An asterisk follows results filed as active; x = no result given. Rows are unselected. About 4.4% of those tested had a hit in this group.

SMILES	KKLEB cytotox	CF NFkB block	Peg3 prom inh	NR2E3 ag-2	MITF TRPM1 inh	aDG glyco up	HIF-2a block	hiPSC survival	NR2E3 ag-1	TWEAK Fn14 block	Shn3 inh set2
COc1ccc(OC)c(C(=O)CSc2nc3ncccc3[nH]2)c1	-4	7	-31	1	1	0.0	-7	-2.0	-7	9	-6
O=C(OCC(=O)N1CCN(C(=O)c2ccco2)CC1)c1ccc(Cl)c(Cl)c1	3	-1	-6	4	3	-0.1	13	2.0	5	-9	12
COc1ccc(NC(=O)Nc2ccc3nsnc3c2)cc1	8	23	-381	-2	-85	0.1	-379	5.5	-108	20	-69
C[C@H]1CN([C@@H](C)CO)S(=O)(=O)c2ccc(-c3cccc(F)c3)cc2O[C@@H]1CN(C)C	20	1	-5	x	x	0.1	-2	-0.6	-30	3	1
CCOc1ccc(C(C)=O)cc1N1C(=O)C2C(C1=O)C1C=CC2C12CC2 (centres undefined)	-4	6	-9	4	10	-0.1	-3	-2.2	1	6	-44
CN(CC(=O)Nc1ccc(Cl)c(Cl)c1)CC(=O)N1CCCCCC1	-8	18	12	x	x	-0.3	-21	3.2	-7	-8	-1
CCN(CC)c1ccc(/C=C/C(=O)C2C(=O)C=C(C)OC2=O)cc1 (centres undefined)	-10	-255	-241	4	-53	-0.4	-200	-1.1	-85	1	-28
COc1ccc(CCNC(=O)Cc2ccc(OC)c(OC)c2)cc1OC	-6	5	5	-1	1	-0.1	4	-0.4	10	-13	-26
O=C1c2ccccc2C(=O)N1CCCCN(C(=O)c1cc([N+](=O)[O-])cc([N+](=O)[O-])c1)c1ccc(Cl)cc1	-5	-13	25	2	12	-0.5	6	0.2	12	-33	9
CCN1C(=O)C(C(=O)c2ccccc2)SC1=S (centres undefined)	-9	13	2	-1	-7	0.4	8	-1.3	7	1	10
Cc1cc(C)cc(NS(=O)(=O)c2ccc(F)cc2)c1	1	-12	19	-1	3	0.0	18	0.3	3	-29	-13
CCCCC(=O)N1CC2(C)CN(C(=O)CCCC)CC(C)(C1)C2=O	-1	-7	0	-2	-5	0.0	5	-1.4	-28	10	-10
Cc1ccc(C(=O)N[C@@H](C)CN2C3=NC[C@H](C(C)C)N3C[C@H]2Cc2ccc(O)cc2)cc1Br	-4	-6	-11	0	-8	-0.1	4	-1.2	-1	-9	-12
CC1=CC2(O)OCCN(CCO)C2=CC1=O (centres undefined)	-15	20	9	-3	15	1.7	1	-0.6	-31	7	-2
CCOCc1nnc(NC(=O)CCC2CCCCC2)s1	-9	25	-12	1	-2	-0.1	-2	-0.4	-18	-7	-2
COc1ccccc1NC(=O)CSc1nnnn1-c1ccc(F)cc1	-4	14	15	-1	-2	-0.2	7	-0.2	-1	-6	3
Cc1ccc(N=c2sc(C)c(C)n2C)cc1	-2	-9	-235	-1	-41	-0.2	-223	-0.8	-58	-13	-55
CC(C)Oc1cccc(C(=O)Nc2ccccc2N2CCOCC2)c1	2	1	-4	-2	-2	0.0	-39	-0.1	-31	13	8
CC1(C)Cc2c(sc(NC(=O)c3ccc(S(=O)(=O)N4CCCCCC4)cc3)c2C#N)C(C)(C)N1	-2	-4	-2	-1	6	0.0	6	0.0	29	13	-13
COc1ccc(-n2nnnc2SCC(=O)c2ccc(OC)c(OC)c2)cc1	-21	4	-2	2	0	0.0	-1	-0.6	-20	-17	-8
COc1ccc(-n2ccnc2SCC(=O)Nc2ccccc2)cc1	-1	-3	-2	-2	-4	0.3	-4	3.7	-16	-8	11
COc1ccc(N=c2ssnc2Cl)cc1	0	6	-41	-2	4	0.3	-33	-1.8	-10	7	-16
COC(=O)C1=CN(Cc2ccc(OC)c(OC)c2)C=C(C(=O)OC)C1c1cccc(F)c1	-6	22	11	4	-1	0.4	-22	1.6	-62	-18	3
CC(=O)Nc1nc2[nH]ccc2c(=O)[nH]1	6	7	-1	x	x	-0.3	1	-0.8	-24	-12	11
O=C(COC(=O)CN1C(=O)C2CC=CCC2C1=O)Nc1cc(C(F)(F)F)ccc1N1CCOCC1 (centres undefined)	-4	9	11	0	3	0.1	0	-1.5	-21	-10	44
O=C(c1ccc(F)cc1)N1CCN(C2=NS(=O)(=O)c3ccccc32)CC1	3	-6	9	2	9	-0.2	16	-0.1	-23	12	11
COc1ccc(CNS(=O)(=O)c2ccc3c(c2)CC(C)N3C(=O)C2CC2)cc1 (centres undefined)	15	-20	15	1	8	0.5	13	-0.6	95*	9	33
Cc1ccc2cc(CN(CC3CCCO3)S(=O)(=O)c3cccc4nsnc34)c(=O)[nH]c2c1 (centres undefined)	-19	9	-15	1	5	-0.2	-48	-0.2	-5	1	-14
Cc1c(CNC(=O)C2CCC(=O)N(CCc3ccccc3)C2)cnn1C (centres undefined)	1	14	6	0	4	0.2	6	-0.1	27	8	2
O=[N+]([O-])c1cc([N+](=O)[O-])c2cc(-c3cccnc3)[nH]c2c1	-7	-90	30	-8	18	0.0	19	-0.1	-26	-14	29
C[C@H]1CCC[C@@]2(O[C@H](CCO)C[C@H](O)[C@H]2O)O1	8	29	11	2	1	0.2	15	-0.8	-26	0	-3
COC(=O)c1cc(O)c(OCc2ccccc2)c(O)c1	3	4	-32	-2	-8	0.2	-17	-0.9	-6	4	-33
COC(=O)CCC(=O)Nc1ccc2oc3c(c2c1)CCCC3	0	1	11	-1	3	-0.1	30	0.5	-4	-1	-19
O=C(COc1ccc2oc(-c3ccccc3)cc(=O)c2c1)Nc1ccccc1	-21	20	12	-6	-14	0.0	-32	-0.2	-3	-23	37
COc1ccc(CCNC(=O)c2cc(-c3ccncc3)nc3ccc(S(=O)(=O)N4CCOCC4)cc23)cc1OC	6	5	11	1	7	0.0	10	-0.2	7	-34	3
O=C(Cn1cnc2c(cnn2-c2ccccc2)c1=O)N1CCOCC1	13	-4	6	2	-5	-0.1	7	0.2	-3	17	1
CCOc1ccc(N(CC(=O)N2CCCCCC2)S(=O)(=O)c2ccc(F)cc2)cc1	10	-10	-14	-1	-18	-0.2	-13	0.3	-18	6	11
CN(C)S(=O)(=O)c1ccc(NC(=O)CCCNC(=O)c2ccc(Cl)cc2)cc1	4	3	12	-2	x	-0.1	20	0.2	-21	0	11
COc1ccc(C(=O)NNC(=O)CN(C)S(=O)(=O)c2ccc(Cl)cc2)c(OC)c1OC	-8	16	-5	-1	-3	0.0	6	-0.5	-17	3	-9
O=S(=O)(c1ccc(Cl)cc1)N1CCC(n2cnc3cc(C(F)(F)F)ccc32)CC1	-21	14	35	2	-2	0.6	-1	-2.6	17	-20	-19
Cc1ccc(C)n1-c1nccc(-c2cccs2)n1	-3	0	-23	1	14	-0.1	-67	0.7	-29	12	-4
COc1ccc(-c2nc(NC(=O)Cn3cnnn3)sc2C)cc1	8	-9	-13	-1	-12	-0.3	-17	-1.0	-19	20	4
COc1cc(/C=C2/N=C(c3ccccc3F)OC2=O)cc(Cl)c1OS(C)(=O)=O	4	5	11	2	20	0.0	3	-0.1	-10	-14	3
CC1CCN(c2nc(-c3ccccc3)c(C#N)c(=O)[nH]2)CC1	2	-5	14	4	15	0.1	24	-0.1	8	2	2
CCN(c1ccccc1)S(=O)(=O)c1ccc(C(=O)N2CCCC(C(F)(F)F)C2)cc1 (centres undefined)	3	17	9	-1	6	0.1	-4	0.2	14	12	-45

Looked up above:
HIF-2a block, O=C(Cn1cnc2c(cnn2-c2ccccc2)c1=O)N1CCOCC1 → 7
TWEAK Fn14 block, COc1cc(/C=C2/N=C(c3ccccc3F)OC2=O)cc(Cl)c1OS(C)(=O)=O → -14

Additional results
SMILES	KKLEB cytotox	CF NFkB block	Peg3 prom inh	NR2E3 ag-2	MITF TRPM1 inh	aDG glyco up	HIF-2a block	hiPSC survival	NR2E3 ag-1	TWEAK Fn14 block	Shn3 inh set2
Nc1ccc(N2CCCCC2)c(S(=O)(=O)Nc2ccccc2Cl)c1	2	-23	10	3	-7	-0.1	14	-0.5	-11	15	5
CC(C)n1nccc1NC(=O)COC(=O)c1ccc(NC(N)=O)cc1	4	-20	6	x	18	-0.1	1	-0.7	-35	11	4
CCN=c1scc(-c2cccs2)n1/N=C/c1cc(OC)ccc1O	-4	-9	-302	-1	-32	0.7	-258	-2.6	-48	62*	-78
O=C1CCCCC1Oc1ccc2ccc(=O)oc2c1 (centres undefined)	-14	17	-20	1	9	-0.1	-6	-0.6	-3	8	-15
CC(=O)CCC(=O)N1CCCC(N2CCN(c3cccc(Cl)c3)CC2)C1 (centres undefined)	19	7	4	3	-2	0.2	-14	0.5	-9	-3	-3
CCCc1nnc(NC(=O)c2cccnc2)s1	7	-3	-11	2	x	0.0	-5	0.1	-23	0	-3
Cc1ccc(OCCN2CCNCC2)c([N+](=O)[O-])c1	-8	-17	-6	-1	-2	-0.1	-62	-2.0	4	0	-4
CCNC(=O)C1(C)CCN(Cc2ccccc2C#N)C1 (centres undefined)	-15	13	10	x	x	0.0	1	3.1	-30	-11	7
S=c1[nH]nc(C2CCCCC2)n1/N=C/c1ccccc1Br	-13	-3	15	-5	-3	-0.1	14	-0.4	-41	-18	-13
